Screens deposited in PubChem BioAssay by Sanford-Burnham Center for Chemical Genomics.
TAG inh – triacylglycerol accumulation inhibition. H9c2 cells, Nile Red lipid (TAG) fluorescence; cells loaded with 200 µM oleic acid. inhibition, % at 12.5 µM. 230,000 compounds, 0.66% hits. AID 651582;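 active = pattern-corrected inhibition of lipid staining of at least 50% with the nuclear-stain viability signal not falling by more than 50%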;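 also: 0% = DMSO wells and 100% = triacsin C control wells; some results filed as inactive read as strong as hits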
TAG inh DAPI viability – second read-out of TAG inh, no call of its own (marks repeat the call); DAPI nuclei signal change (viability), lower = more cytotoxic, %;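 whole-well DAPI fluorescence read on a plate reader as a viability signal; minus 50 percent equals half of cells still viable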
The depositor's hits bear a star.

SMILES	TAG inh	TAG inh DAPI viability
Nc1nc(-c2cccnc2)nn1C(=O)c1ccc(Cl)cc1	2	-5
O=S(=O)(c1ccc(F)cc1)N1CCN(S(=O)(=O)c2cc(F)ccc2F)CC1	-1	2
O=C(Cc1c(C(=O)O)[nH]c2ccc(Cl)cc12)Nc1ccc2c(c1)OCCO2	-6	0
O=C(Nc1cc(S(=O)(=O)N2CCCCC2)ccc1Cl)c1ccncc1	-2	0
Cc1ccc(-c2noc(CSc3nnc(Cc4cccs4)n3-c3ccccc3)n2)cc1	-17	2
CCOC(=O)c1sc2nc(C)[nH]c(=S)c2c1C	18	-3
CC(=O)Nc1ccc(C2=CC(=O)CC(C)(C)C2)cc1	-3	7
Cc1sc2ncn(CC(=O)NCCCC(=O)N3CCN(c4ncccn4)CC3)c(=O)c2c1C	-19	11
CSc1ccccc1NC(=S)N/N=C/c1cccn1Cc1cccc(C)c1	-15	3
CSc1nc(Cl)cc(Nc2ccc(O)cc2)n1	-2	-6
Nc1cc(=O)[nH]c(SCc2cccc(Cl)c2)n1	-9	7
CCCCCCCSc1nnc(N)s1	-13	-4
CCCCNC(=O)C1(C)CCCCN1C(=O)c1c(C)noc1C (configuration not stated)	-24	16
COC(=O)c1ccc2c(=O)n(CCN3CCOCC3)c(SCC(=O)Nc3ccccc3OC)nc2c1	-2	-2
CCN(CC)C(=O)COc1cccc2ccccc12	-14	3
CCN(CC(=O)Nc1c(F)cccc1F)C(=O)c1cccc(S(=O)(=O)NCc2ccccc2)c1	-8	-11
CC1OC(=O)c2cc3ccccc3nc21 (configuration not stated)	-6	0
COc1ccccc1C(=O)NCCC(=O)N(C)CC(=O)Nc1ccc(N2CCOCC2)cc1	6	-2
COc1ccc(NC(=O)CN(C)C(=O)CCNC(=O)c2ccccc2OC)cc1	-5	15
COc1ccc(C(=O)Nc2ccnn2C2CCN(C(=O)c3cnsn3)CC2)cc1	-8	3
Cc1csc(N2CCc3ccccc32)n1	14	-5
C=C1CCN([C@@H](CC(C)C)C(=O)N2CCCC2)S(=O)(=O)c2ccccc21	4	-2
CN(CCc1ccccn1)C(=O)CCC1CCCN(C(=O)c2ccccn2)C1 (configuration not stated)	-5	-4
CCCCn1c(N)c(N(CC(C)C)C(=O)c2cc3c(s2)CCCCC3)c(=O)[nH]c1=O	11	-7
O=C(Oc1ccccc1C(=O)Nc1ccccc1)c1ccccc1Br	12	2
CCn1nc(C)c(CNC(=O)c2ccc(OC3CCN(Cc4ccccn4)CC3)cc2)c1C	-23	-6
Cc1ccc(CSc2nc3ccccc3c(=O)n2CCCC(=O)NCc2ccco2)cc1	23	-2
CS(=O)(=O)N1CCC(C(=O)Nc2ccc(Cl)cc2)CC1	12	-7
CCCCC(=O)N(CCOC)c1nnc(-c2ccccc2C)s1	4	-3
COc1ccc(O)c(-c2[nH]ncc2C(=O)c2ccccc2)c1	3	-1
O=C(Nc1nc(-c2ccc(-c3ccccc3)cc2)cs1)C1=COCCO1	-13	7
Cc1cccnc1C(NC(=O)C1CCN(Cc2cn(C)c3ccccc23)CC1)c1ccc(Cl)cc1 (configuration not stated)	117	-65
COCC(C)Nc1ccc(S(=O)(=O)N2CCCC2)cc1[N+](=O)[O-] (configuration not stated)	12	-10
Cc1cc(C)n(-c2nc3c(c(=O)[nH]c(=O)n3C)n2CCc2ccccc2)n1	14	-2
O=C(Nc1nnc(-c2ccc3c(c2)CCCC3)o1)c1ccc(Cl)cc1Cl	12	-7
COc1ccc(-c2c(C#N)cnc(C)c2C)c(O)c1OC	12	-5
CC(C)N(Cc1ccccc1)C(=S)NC1CCCCC1	-2	-9
COc1ccc(CCNC(=O)C(=O)NCc2ccccc2C)cc1OC	16	-17
CC(=O)NC(C)c1nc2ccccc2n1Cc1ccccc1F (configuration not stated)	0	23
CC(C)NC(=O)c1ccc2c(c1)N(CC(=O)N1CCOCC1)C(=O)C(C)(C)O2	6	5
O=C1c2ccccc2C(O)(c2ccccc2)N1C1CC1 (configuration not stated)	-10	-6
O=C(N1CCN(c2ccccn2)CC1)N1c2ccccc2Sc2ccccc21	58*	-24*
O=C1CSC(c2ccccc2[N+](=O)[O-])N1c1ccc(O)cc1 (configuration not stated)	19	-9
CCCCN1C(=N)N([C@@H](CN2CCC[C@H]2CN2C(N)=NC[C@@H]2Cc2ccccc2)C(C)C)C[C@H]1Cc1ccccc1	-25	22
CCCCNC(=O)C1(C)CCCCN1C(=O)c1ccc2ccccc2n1 (configuration not stated)	12	0
O=C(c1ccccc1)c1ccccc1C(=O)N1CCN(Cc2ccccc2F)CC1	-6	3
COc1cc(/C=C\C(=O)OCn2nnc3ccccc3c2=O)cc(OC)c1OC	17	-13
O=Cc1cn(CC(=O)NCC2CCCO2)c2ccccc12 (configuration not stated)	18	-5
O=C(CCNC(=O)c1ccc(Cl)cc1)Nc1cccc(S(=O)(=O)N2CCCCCC2)c1	-29	1
O=C(COC(=O)c1ccccc1Br)Nc1cccnc1Cl	-6	-4
Cc1ccc(-n2nnc(-c3cc4ccccc4n3C)n2)cc1	10	-3
O=C(Nc1nnc(C2=COCCO2)o1)c1cccc(C(F)(F)F)c1	10	-4
O=C(COc1cccnc1[N+](=O)[O-])N1CCN(S(=O)(=O)c2ccccc2)CC1	-6	-1
CCOc1ccc(C(=O)NNC(=O)CNC(=O)c2ccc(C)s2)cc1OC	19	4
CC(=O)Nc1ccc(NC(=O)C(OC(=O)c2ccccc2)C(OC(=O)c2ccccc2)C(=O)O)cc1 (configuration not stated)	1	8
O=C(CSc1nc2ncc(Cl)cc2[nH]1)NCCc1ccc(F)cc1	18	-4
CC12CC(NC(=O)N1c1cccc(C(=O)N3CCN(c4ccccn4)CC3)c1)c1ccccc1O2 (configuration not stated)	-36	-3
O=C(O)c1ccc(Sc2nnc3ccccn23)c([N+](=O)[O-])c1	-2	-2
COCCNC(=O)c1onc(CSc2ccc(F)c(F)c2)c1C(=O)O	0	-4
COc1ccccc1NC(=O)c1nc[nH]c1C(=O)Nc1ccccc1OC	-9	18
Continued.
SMILES	TAG inh	TAG inh DAPI viability
CC1(C(=O)NS(=O)(=O)c2ccccc2Cl)CCN1C(=O)Cc1cccs1 (configuration not stated)	4	14
O=C(O)/C=C/C(=O)NCCc1cccc(Cl)c1	4	-5
CN(C)CCNC(=O)C1CCN(S(=O)(=O)c2ccc3ccccc3c2)CC1	11	-13
O=C(c1ccccc1Nc1ccc(SC(F)F)cc1)N1CCCCCC1	-23	12
COc1cc(C(=O)OCC(=O)NCCC2=CCCCC2)cc(OC)c1OC	-9	2
Cc1ccc(S(=O)(=O)N2CCCCC2)cc1NC(=O)COC(=O)C1CC1	-8	8
CC(C)N(C)C1=CC(=O)C(N(C)C(C)C)=CC1=O	0	4
O=C1OC(N2CCN(C/C=C/c3ccccc3)CC2)c2ccccc21 (configuration not stated)	10	-2
O=C(O)c1cccc(NC(=O)c2ccccc2NC(=O)c2ccccc2F)c1	-5	2
CC(C)C(=O)NC(Nc1cccc2cccnc12)C(Cl)(Cl)Cl (configuration not stated)	6	-6
CCN(CC(=O)Nc1c(F)cccc1F)C(=O)Cc1ccc2c(c1)OCCO2	10	-11
CC(C)(C)NC(=O)[C@@H]1CN(Cc2cccnc2)CCN1C[C@@H](O)C[C@@H](Cc1ccccc1)C(=O)N[C@H]1c2ccccc2C[C@H]1O	15	-7
CC(=O)Nc1ccc(Oc2nc(C)cc(C)n2)cc1	-30	2
Cc1noc(C)c1COC(=O)c1ccc(N(C)C)cc1	-23	3
CC(C)(C)OC(=O)C[C@H]1C/C=C\C[C@@H](CC(=O)N(CCO)Cc2ccccc2)C(=O)NCCOC1=O	-1	-13
CC(=O)Nc1ccc(C2=NN(c3ccccc3)C(c3cccs3)C2)cc1 (configuration not stated)	-5	155
Cc1[nH]c2ccccc2c(=O)c1C(=O)/C=C/c1ccccc1	-41	-17
O=C1CC(c2ccccc2)=Nc2ccc(Br)cc2N1	-1	-2
C[C@H](CO)N1C[C@H](C)[C@@H](CN(C)C(=O)NC2CCCCC2)Oc2ccc(NS(=O)(=O)c3cccs3)cc2C1=O	-25	6
Cc1ccc(S(=O)(=O)NCC(c2ccco2)N2CCc3ccccc3C2)cc1 (configuration not stated)	-7	5
CN1CCCN(C(=O)CNC(=O)c2ccccc2Br)CC1	-1	0
CSc1ncccc1C(=O)OCC(=O)c1ccc2c(c1)NC(=O)CO2	13	-5
O=S(=O)(c1ccccc1)c1cnc(-c2ccccc2)nc1N1CCCCC1	-11	12
COc1cc(OC)cc(C(=O)NCCCCCCNC(=O)c2cc(OC)cc(OC)c2)c1	-14	4
O=C(Cc1c(O)c2ccccc2[nH]c1=O)NCc1ccccc1F	-4	1
Cc1ccc(C(=O)N2CCN(C)CC2)cc1S(=O)(=O)N1CCOCC1	3	-2
CC(C)CN(C(=O)C1=COCCO1)c1c(N)n(Cc2ccccc2)c(=O)[nH]c1=O	1	12
O=C(Nc1ccncc1)C1CCN(S(=O)(=O)c2ccc(Cl)cc2)CC1	-10	7
COc1ccc(C(=O)N=c2nc3ccccn3s2)cc1	-1	-9
COc1ccc(S(=O)(=O)Nc2ccc(S(=O)(=O)N3CCOCC3)cc2)cc1C	-2	3
CCOC(=O)C1=C(OCc2ccc(Cl)cc2)C2C=C(C)C=CC2N=C1 (configuration not stated)	-21	8
O=c1oc2ccccc2cc1-c1nnc(NCc2ccco2)s1	-1	11
COC(=O)c1ccc(NC(=S)NN2CCOCC2)cc1	-8	-2
Cc1cc(NC(=O)c2c(Cl)c(C)nn2C)no1	-21	5
O=C(Nc1ccc2snnc2c1)N1CCSCC1	9	1
COc1ccccc1N=c1oc2cc(O)ccc2cc1C(N)=O	-8	9
O=C(O)C1=C(C(=O)Nc2cccc(C(F)(F)F)c2)CCCC1	-5	6
Nc1ccn(CC(=O)N2CCN(c3ccccn3)CC2)c(=O)n1	-5	-10
COc1ccc(CCNC(=O)CC2SC(=Nc3cc(C)cc(C)c3)NC2=O)cc1OC (configuration not stated)	4	9
Cc1ccc(C(=O)N2CCCCC2C(=O)O)o1 (configuration not stated)	4	-1
O=C(Nc1ccc(Cl)cc1)OCCN1CCOCC1	0	-3
CN(C)CC/C=C1\c2ccccc2Sc2ccc(Cl)cc21	13	8
Cc1ccc(NC2CCCN(C(=O)c3c(C)noc3C)C2)cc1C (configuration not stated)	10	-5
O=C(NNc1ccc([N+](=O)[O-])cc1)c1ccccc1F	0	5
Oc1cc2c(cc1O)CN(C(=S)NCCc1ccc(Cl)cc1)CCC2	18	-28
CC(C)CNS(=O)(=O)c1ccc(CCC(=O)Nc2cc(Cl)ccc2Oc2ccccc2)cc1	55*	-7.5*
CN1CCN(S(=O)(=O)c2ccc(C3CCCCC3)cc2)CC1	-9	3
COc1cccc(NC(=O)C2CC(=O)n3cnnc3S2)c1 (configuration not stated)	-5	3
Cn1c2c(c(=O)n(C)c1=O)C(NC(=O)c1ccco1)(C(F)(F)F)C(=O)N2 (configuration not stated)	20	-8
Cc1ccc(C(=O)NNC(=O)c2cc(C)nc3ccccc23)cc1	8	-4
Cc1ccc(NC(=O)c2ccc(F)cc2F)cc1NS(C)(=O)=O	8	-1
COC(OC)c1ccnc(SCc2ccccc2Cl)n1	-1	-1
CSCCC(NC(=O)c1ccc(Cl)cc1Cl)C(=O)NNC(=O)c1csc(N2CCOCC2)n1 (configuration not stated)	9	3
O=C(Nc1ccccc1)Nc1ccc(C(=O)N2CCCC2)cc1	11	5
CNC(=S)Nc1cccc([N+](=O)[O-])c1	1	6
Cc1ccc(C(C)NC(=O)c2cccs2)cc1 (configuration not stated)	-19	-2
CSCCC(NS(=O)(=O)c1ccc2c(c1)oc(=O)n2C)C(=O)NCc1ccc(C)cc1 (configuration not stated)	-10	5
CN(CC(=O)Nc1ccccc1Cl)C(=O)CSc1nnc(-c2ccco2)o1	12	-15
O=C(Nc1cccc(S(=O)(=O)NC2=NCCCCC2)c1)C1COc2ccccc2O1 (configuration not stated)	-2	-6
Cc1ccc(C2=CC(c3cccs3)n3nnnc3N2)cc1 (configuration not stated)	2	-1
CCOC(=O)C1=C(N)N(c2ccc(C)cc2)C2=C(C(=O)CCC2)C1c1cccs1 (configuration not stated)	-5	6
CCN(CC(=O)Nc1c(F)cccc1F)C(=O)CSCC(=O)Nc1cccc(C)c1	-6	2

These rows are one share of the data; rates above refer to the full screens.
